Compound activity: PubChem, National Center for Advancing Translational Sciences (NCATS)
Chronic BCR inh – blocks chronic active B-cell receptor signaling; 340,000 compounds, 0.05% hits; Potency, µM (titrated, usually from 46.1 µM), without a hit: at the highest dose ratio change, negative = lower green/red ratio, usual class: inhibitors; ABC-DLBCL IkBa-CBG/CBR reporter, luminescence ratio, 4 h; active = well fitted inhibition curve with a large enough effect in the signal ratio, with a control signal flat, not every such curve was filed as active; inconclusive = small, poorly fitted or top-dose-only effect, or effect the other way, or a change in a side signal; the % refers to the signal ratio;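 note: potency is the fitted concentration of half-maximal effect; plate controls were basal doxycycline-induced cells for no effect and cells given 10 µM MG132 for full effect; MG132 reads +100%, hits lower the ratio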
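Cell line TMD8 (human ABC DLBCL), stably expressing tet-inducible CBG68-IkBa fusion and CBR; IMDM/0.5% FBS; cpd up to 46 uM; dox induction, 4 h, 37C/5% CO2; dual luminescence; green/red ratio; MG132 control.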
Eya2 phos inh – inhibitors of human Eya2 phosphatase activity; O00167; recombinant Eya2, OMFP fluorescence dephosphorylation (OMFP is methylfluorescein phosphate); AID 488837; Potency, µM (highest dose often 76.9 µM), for the others: at the top dose activity, negative = inhibition, hits mostly inhibitors; 330,000 compounds, 0.006% hits; note: potency is the fitted concentration of half-maximal effect; % is set by controls: 0 for no effect and ±100 for the full control effect
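Eya2 (0.2 uM) preincubated 10 min at ambient with compound, then OMFP substrate added at 50 uM; 10 min reaction in 50 mM HEPES pH 7.5, 50 mM NaCl, 5 uM MgCl2, 0.05% BSA, 1 mM DTT. Fluorescence read at Ex 485/Em 525 nm.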
ASM inhibitor – inhibitors of human secretory acid sphingomyelinase | P17405 | placental ASM, HMU-PC fluorogenic substrate, 60 min | Potency, µM (titrated, usually from 57.5 µM), for the others: top-dose activity change, negative = inhibition, most hits filed as inhibitors | 340,000 compounds, 0.006% hits | AID 504937; note: potency is the fitted concentration of half-maximal effect
Target sequence (P17405 47-631 limits assumed): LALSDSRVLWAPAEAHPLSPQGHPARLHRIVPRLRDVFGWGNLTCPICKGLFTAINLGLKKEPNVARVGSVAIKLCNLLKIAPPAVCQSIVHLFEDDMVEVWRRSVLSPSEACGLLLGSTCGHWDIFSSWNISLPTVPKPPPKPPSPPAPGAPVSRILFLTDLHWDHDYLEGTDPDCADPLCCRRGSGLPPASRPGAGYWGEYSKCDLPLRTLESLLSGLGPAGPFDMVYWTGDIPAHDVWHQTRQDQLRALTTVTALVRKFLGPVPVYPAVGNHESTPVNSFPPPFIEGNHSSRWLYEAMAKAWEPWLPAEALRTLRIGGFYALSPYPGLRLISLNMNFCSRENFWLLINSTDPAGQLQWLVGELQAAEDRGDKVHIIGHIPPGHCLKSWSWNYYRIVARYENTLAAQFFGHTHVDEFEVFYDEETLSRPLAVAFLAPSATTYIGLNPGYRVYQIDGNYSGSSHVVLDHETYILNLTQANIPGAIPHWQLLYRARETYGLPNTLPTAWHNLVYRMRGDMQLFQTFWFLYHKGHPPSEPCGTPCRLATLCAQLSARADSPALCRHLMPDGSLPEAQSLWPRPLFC
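Fluorogenic HMU-PC substrate (9 uM final) is turned over by placental ASM in 60 min at 37 C after a 10 min compound preincubation. Reaction ended by alkaline stop (pH 10), with fluorescence read at 386/447 nm.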
Tb PFK inh – T. brucei PFK enzyme inhibition | O15648 | T. brucei PFK, ADP-Glo luminescence | Potency, µM (titrated, usually from 57.5 µM), for the others: at the top dose activity, negative = inhibition, usual class: inhibitors | 330,000 compounds, 0.17% hits;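 note: potency is the fitted concentration of half-maximal effect; 0% = uninhibited 1x PFK enzyme wells and -100% = no-enzyme wells; nearly all actives have a fitted effect of over 60% in size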
Target sequence (O15648 whole entry, looked up): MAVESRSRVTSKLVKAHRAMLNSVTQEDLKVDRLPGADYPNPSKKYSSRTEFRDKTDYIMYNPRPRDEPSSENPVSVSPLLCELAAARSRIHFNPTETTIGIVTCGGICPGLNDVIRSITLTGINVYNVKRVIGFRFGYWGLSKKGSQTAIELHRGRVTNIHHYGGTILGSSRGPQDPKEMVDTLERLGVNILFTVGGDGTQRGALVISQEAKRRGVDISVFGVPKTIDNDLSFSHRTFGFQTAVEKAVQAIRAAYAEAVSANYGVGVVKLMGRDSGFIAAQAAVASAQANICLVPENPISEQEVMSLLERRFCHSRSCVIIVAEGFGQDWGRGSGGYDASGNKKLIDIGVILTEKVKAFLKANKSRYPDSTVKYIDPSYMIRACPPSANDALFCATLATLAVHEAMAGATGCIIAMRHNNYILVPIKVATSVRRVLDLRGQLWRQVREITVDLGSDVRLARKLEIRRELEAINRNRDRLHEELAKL
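Luminescent ADP detection (ADP-Glo, two-step: ATP depletion then ADP-to-ATP conversion for luciferase) reported PFK activity after 45 min room-temperature reaction of 1.25 nM enzyme with 0.5 mM F6P and 0.1 mM ATP at pH 8.0.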
TSHR antagonist – human thyrotropin receptor antagonism | P16473 | TSHR-expressing cells, TSH-stimulated cAMP HTRF, 2 h; hits give low values | activity change, negative = inhibition, % at 11.5 µM | 330,000 compounds, 0.2% hits | AID 504810;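 active = activity change below a set negative limit, meaning inhibition stronger than a set level, cut at about -70% in these data; inconclusive = activity change between two set negative limits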; note: % is set by controls: 0 for no effect and ±100 for the full control effect
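Competitive HTRF cAMP read-out (cryptate anti-cAMP antibody, cAMP-d2; 30 min, room temperature) in freshly harvested TSHR cells. Compounds added before TSH at EC80 (4nM final), followed by 2 hours' incubation at 37 deg C.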
Integrin act MD – activators of alpha7 integrin expression for muscular dystrophy. Potency, µM (top dose mostly 38.3 µM), for the others: at the top dose activation, hits mostly activators. AID 624291. alpha7betagal myoblasts, beta-gal FDG fluorescence, 48 h. 350,000 compounds, 0.064% hits;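 note: potency is the fitted concentration of half-maximal effect; 100% = response of the positive control SU9516; nearly all actives have a fitted effect of over 60% in size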
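Alpha7betagal+/- myoblasts (passage 13) were plated 16-24 hr, then exposed to compounds (1:260 dilution of DMSO stock) for 48 hours at 37C. After MPER lysis, β-galactosidase reporter activity was read as FDG fluorescence (ex 480/em 540) after 30 minutes.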
TCR activator – activates T cell receptor signaling | primary human leukocytes, anti-CD3, IL-2 HTRF, 48 h | Potency, µM (series often up to 9.22 µM), inactives show at the highest dose activation of IL-2 secretion, hits mostly activators | 330,000 tested, under 10 active; note: % of control where 0% means no effect
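Human primary leukocytes + a-CD3 beads + cpd, 48 hr; IL-2 in supernatant by HTRF (ex 320nm / em 665nm). No co-stimulatory signal supplied.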
AT treatment – potential ataxia-telangiectasia treatments restoring KAP-1 phosphorylation; […] A-T fibroblasts, KAP-1 phosphorylation AlphaLISA; neocarzinostatin DNA damage 30 min before lysis; Potency, µM (top dose mostly 57.5 µM), inactives show top-dose activation, most hits filed as activators; 320,000 compounds, 0.19% hits; note: potency is the fitted concentration of half-maximal effect; % of control where 0% means no effect; nearly all actives have a fitted effect of over 45% in size
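hTERT-immortalized A-T patient fibroblasts ([…]), 500 cells/well in OPTI-MEM, 1% FBS, got compounds for 60 min, then NCS for 30 min at 37C. Lysates were then assayed for phospho-KAP-1 by AlphaLISA (anti-pKAP1 donor, anti-KAP1 acceptor beads), 6 hr at 25C.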
Mito fusion act – inhibitors of mitochondrial division or activators of mitochondrial fusion; AID 485298; S. cerevisiae fusion-defective mutant growth rescue, CellTiterGlo 48 h; 320,000 compounds, 0.23% hits; Potency, µM (highest dose often 46.1 µM), for the others: at the top dose growth rescue (activation), hits mostly activators;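 note: potency is the fitted concentration of half-maximal effect; % of control where 0% means no effect; nearly all actives have a fitted effect of over 45% in size; temperature-sensitive fusion mutants such as fzo1-1 at 37 °C on non-fermentable ethanol glycerol medium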
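S. cerevisiae fusion-defective temperature-sensitive mutants (e.g. fzo1-1, mgm1-5) grown 48 h at 37C in YPEG (ethanol/glycerol non-fermentable) medium with 23 nl compound per well; growth rescue read as CellTiterGlo luminescence.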
TSG101-PTAP inh – blocks PTAP/TSG101 interaction to inhibit HIV-1 budding; Q99816; Fluorescence polarization, FITC-PTAP peptide / Tsg101 binding; Potency, µM (highest dose often 115 µM), for the others: at the top dose activity change, negative = inhibition, most hits filed as inhibitors; 340,000 tested, under 10 active; AID 493005; active = well fitted inhibition curve with a large enough effect in the main read-out, with a control signal flat, not every such curve was filed as active; inconclusive = small, poorly fitted or top-dose-only effect, or effect the other way, or a change in a side signal; inactive = no such curve, though single readings can be large or run the other way; note: potency is the fitted concentration of half-maximal effect; % of control where 0% means no effect
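FP read-out: FITC-PTAP peptide, 50 nM final, binding Tsg101 binding domain, 10 uM final; 20 min, r.t.; 10 mM HEPES pH 7.5, 0.15 M NaCl, 0.01% Tween 20, 3 mM EDTA, 0.1 mM TCEP.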
ELG1 repair inh – inhibitors of ELG1-dependent DNA repair in HEK293T cells. HEK293T ELG1-luciferase reporter, luminescence, 16 h; DNA damage induced by 5-fluorouridine. Potency, µM (top dose mostly 46.1 µM), inactives show at the highest dose activity change, negative = inhibition, most hits filed as inhibitors. 330,000 compounds, 2.3% hits; note: potency is the fitted concentration of half-maximal effect; % is set by controls: 0 for no effect and ±100 for the full control effect; nearly all actives have a fitted effect of over 55% in size
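5-Fluorouridine DNA damage + compound/DMSO, 2,000 cells/well, 16 h, 37 °C/5% CO2. ONE-Glo, 30 min RT, luminescence. Readout = decrease in reporter signal.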
* hit, by the source's call; ? = inconclusive; . = no result given; & = joins results of further samples; [ ] = remark or other dose. Unless noted, calls come from the whole dose curve; as a rule, active = well fitted curve in the direction sought with a large enough effect; inconclusive = small, poorly fitted or top-dose-only effect, or another doubt; inactive = no such curve, though single readings can be large; an effect the other way counts as inactive or inconclusive.

SMILES	Chronic BCR inh	Eya2 phos inh	ASM inhibitor	Tb PFK inh	TSHR antagonist	Integrin act MD	TCR activator	AT treatment	Mito fusion act	TSG101-PTAP inh	ELG1 repair inh
Cc1nn(CC(=O)NN)c(C)c1Br	8%	-2%	-2%	10%	8	12%	2%	-1%	0%	-2%	6%
Cc1noc(C)c1S(=O)(=O)Nc1ccc(C(=O)NC2CCCCC2)cc1	-2%	0%	-3%	0%	-8	13%	-1%	-3%	1%	0%	0%
Cc1ncsc1CCOC(=O)c1ccccc1	?	-1%	9%	-3%	-3	-8%	-5%	8%	0%	-5%	28%
CCN(CC(=O)NCc1ccc(F)cc1)C(=O)C(C)Oc1cccc(Cl)c1 (stereo not drawn)	0%	-9%	-2%	-1%	-4	30%	3%	8%	0%	-5%	-18%
Cc1ccc(-n2c(C)nn(Cc3ccc([N+](=O)[O-])cc3)c2=O)cc1	?	13%	3%	-2%	0	-32%	-27%	1%	1%	1%	?
Cc1cc(OC(=O)c2c(Cl)cccc2Cl)nc(C)n1	-2%	-25%	5%	3%	1	-32%[7.66 µM]	-4%	3%	-10%	-6%	-3%
Cc1nnc(NC(=O)c2ccc(-c3ccc(Cl)cc3)o2)s1	17%	5%	4%	15%	.	4%	0%	3%	10%	-2%	-9%
Cc1cccc(C(=O)N2CCN(C(=O)c3cccc(C)c3)C(C)C2)c1 (stereo not drawn)	?	0%	-2%	5%	12	2%	0%	3%	-6%	-9%	?
COCCn1c(SCC#N)nnc1-c1ccccc1O	0%	-21%	2%	-6%	-3	-5%	3%	8%	-3%	-5%	-11%
COc1ccc(/C(O)=C2/C(=O)C(=O)N(CC3CCCO3)C2c2cccc(OC)c2)cc1 (stereo not drawn)	0%	-1%	-2%	-3%	5	3%	1%[46.1 µM]	-3%	4%	-11%	2%
COc1ccc(Br)cc1C(=O)NC(=S)Nc1ccc2[nH]c(=O)[nH]c2c1	4%	-7%	-1%	2%	9	-2%	-56%	-4%	0%	1%	?
N/C(Cc1ccc([N+](=O)[O-])cc1)=N\OC(=O)Cc1ccc(Cl)cc1	20%	-9%	-2%	0%	-77*	-13%	1%[46.1 µM]	25%	10%	-1%	6%
O=C(NNC(=O)C1CCCCC1)c1ccc(Br)cc1	3%	7%	1%	-1%	-4	27%	-1%	10%	-3%	-11%	?
Cc1ccc(C(=O)N2CCN(c3ccccn3)CC2)cc1	3%	-14%	-2%	-5%	1	-31%	-9%	3%	-1%	3%	-6%
Cc1nn(Cc2ccc(Cl)cc2)c(C)c1NC(=O)c1cc(-c2ccco2)on1	0%	-4%	1%	-8%	-9	8%	1%	1%	-1%	-1%	?
Cc1ccc(NC(=O)CNCc2ccccn2)cc1S(=O)(=O)N(C)C	3%	-6%	2%	0%	7	-11%	-1%	-4%	28%	-9%	?
CCCNC(=O)C(Cc1cccc(Br)c1)NC(=O)c1ccc(C#N)cc1 (stereo not drawn)	9%	-3%	5%	8%	25	22%	-1%	3%	6%	0%	?
CCN(CC)c1ccc2cc(C(N)=O)/c(=N\NC(=O)c3ccncc3)oc2c1	?	26%	3%	1%	-10	-24%	9%	-7%	-4%	?	?
COc1cccc(NC(=O)Cn2cnc3sc(C)c(S(=O)(=O)N4CCN(C)CC4)c3c2=O)c1	?	0%	2%	4%	-13	-1%	-3%	4%	2%	-5%	-16%
COc1ccc(/C=C/c2nnc(NC(=O)CC(C)C)s2)cc1	0%	7%	.	2%	-9	-42%	1%	1%	-2%	-3%	0%
COc1cc2ccccc2cc1C(=O)Nc1nccs1	?	-1%	-3%	-6%	-24	10%	2%	6%	-2%	0%	?
Cc1cc(-c2ccccc2)nc(N/N=C/c2cccnc2)n1	?	-3%	0%	-3%	-4	0%	-1%	6%[11.5 µM]	-6%	0%	-21%
CN1C(=O)C(O)(C2CCCCCC2=O)c2ccccc21 (stereo not drawn)	0%	5%	-3%	-6%	25	8%	1%	0%	1%	-3%	0%
NC(=NCc1ccc2c(c1)OCO2)NC(=O)c1ccccc1	7%	11%	-6%	?	4	3%	-3%	6%	-2%	1%	-5%
Cc1ccccc1OCCOC(=O)c1cc(S(=O)(=O)N2CCCCC2)ccc1N1CCOCC1	-8%	-1%	-4%	-1%	-6	0%	1%	7%	15%	-1%	?
Cc1ccc(NC(=O)CN(C)Cc2nc3ccccc3c(=O)[nH]2)c(Br)c1	-21%	4%	-8%	1%	-7	4%	14%	1%	6%	0%	?
CC1CCCC(NC(=O)Cc2ccc(Br)cc2)C1C (stereo not drawn)	-3%	-2%	2%	0%	-17	23%	1%[46.1 µM]	.	11%	-5%	9%
Cc1cccc(C(=O)Oc2ccc(/C=N/O)cc2)c1	?	-2%	-4%	0%	-7	13%	-1%[46.1 µM]	-6%	21%	-8%	?
CCCCN(C)C(=O)c1ccc2c(c1)N(CC)C(=O)c1ccccc1S2=O (stereo not drawn)	-8%	-8%	2%	0%	-4	-21%	12%	0%	-1%	-4%	?
CS(=O)(=O)n1nc(OC(=O)c2cc(Br)ccc2Cl)cc1N	2%	-5%	1%	-4%	11	0%	11%	8%	4%	-1%	12%
CCCCc1nc2cc(C(=O)N3CCC(OC)CC3)ccc2o1	2%	16%	3%	-2%	-5	4%	0%	-1%	1%	3%	?
O=C(COc1ccc(Cl)cc1)NCC(=O)N1CCC2(CC1)NCCc1[nH]cnc12	0%	7%	-1%	-3%	-3	?	-1%	5%	-3%	-2%	3%
Cc1ccccc1-c1nc(CS(=O)CC(=O)NCCc2ccc(Cl)cc2)c(C)o1 (stereo not drawn)	-4%	-1%	4%	0%	-2	20%	4%	-16%	5%	1%	20%
O=C(N/N=C/c1cccc([N+](=O)[O-])c1)C1CC1c1ccccc1 (stereo not drawn)	?	-8%	-1%	0%	-5	-22%	-2%[46.1 µM]	6%	20%	0%	6%
Cc1ccc2cc3c(NS(=O)(=O)c4cccc5nonc45)nn(CC(C)C)c3nc2c1	9%	7%	-3%	2%	-29	-1%	4%	-4%	6%	-2%	0%
Cc1oc(-c2ccc3c(c2)OCCO3)cc1C(=O)NCC(=O)O	?	-13%	-3%	-2%	40	3%	5%	0%	?	-2%	?
COc1ccc(C(C(=O)NC2CCCC2)N(Cc2cccnc2)C(=O)Cc2cccs2)cc1OC (stereo not drawn)	12%	-9%	2%	-9%	2	17%	-3%	7%	9%	-2%	6%
Cc1ccc2c(c1)C(=O)N1[C@H]3c4ccccc4OC[C@@H]3[C@H](c3ccccc3)[C@]1(C)C(=O)N2	?	13%	-14%	2%	-6	-11%	-1%	-6%	.	0%	?
CCOc1ccccc1OCC(=O)OC(C)C(=O)Nc1ncc(Cl)cc1Cl (stereo not drawn)	?	0%	-3%	-1%	-4	8%	3%	-1%	-6%	-4%	0%
COc1ccccc1OCC(=O)Nc1cc(NC(=O)COc2ccccc2OC)cc(C(=O)O)c1	-2%	4%	11%	2%	-1	0%	2%	11%	-1%	-1%	5%
CCN(CC)c1ccc(NC(=O)CN2CCN(S(=O)(=O)c3cc(Cl)ccc3OC)CC2)cc1	?	13%	5%	-5%	13	-20%	0%	-8%	3%&2%	-5%	?
C=CCNC(=O)c1c(Cl)nc(C)c([N+](=O)[O-])c1C	-3%	-4%	1%	2%	-1	-27%	2%[46.1 µM]	2%	-4%	0%	?
O=C(Nc1ccccc1)NC1(C(=O)NCc2cccs2)CCCCC1	3%	-16%	-1%	-14%	-6	0%	1%	-7%	-4%	2%	11%
